Screens as filed in PubChem.
mouse EphA4 binding: EphA4 ligand-binding antagonists – biochemical, colorimetric, mouse EphA4, primary screen (AID 689). EphA4-AP binding to KYL peptide, pNPP A405; higher % means a stronger effect. one-dose inhibition, % at 10 µM; IC50 in µM for titrated hits. 62,000 compounds, 0.1% hits; in the data active = a potency from the dose series; inactive = the rest, 99 in 100 with inhibition below about 22%
The depositor's hits bear a star. The list is partial. The share of hits here may be higher or lower than overall.

mol	mouse EphA4 binding
Cc1ccc(NC(=O)CCc2nnc(SCC(=O)Nc3ccccc3C)n2C)cc1Cl	-11%
CCC(=O)N1CC2(C)CN(C(=O)CC)CC(C)(C1)C2	1%
Cc1ccc(NC(=O)CSc2nnc(Cc3cccn3C)n2-c2ccc(F)cc2)c(C)c1	-6%
COc1cccc(/C=N/NC(=O)c2cccc([N+](=O)[O-])c2)c1OS(=O)(=O)c1ccccc1	-4%
CCOC(=O)N1CCC(NC(=O)CS(=O)(=O)Cc2nc(-c3ccc(C)cc3)oc2C)CC1	-6%
CC1=NN(c2ccc(C(=O)O)cc2)C(=O)/C1=C\c1ccc(-c2cccc(C(=O)O)c2)o1	14%
Cn1c2c(c(=O)n(C)c1=O)C(c1cccc([N+](=O)[O-])c1)Nc1ccccc1O2 (stereo unspecified)	-12%
COC(=O)CC1COc2ccccc2N1C(=O)c1ccc(C(C)(C)C)cc1 (stereo unspecified)	-9%
COc1ccc(NC2(c3ccccc3)OC(=O)c3ccccc32)cc1 (stereo unspecified)	0%
Cc1ccc2c(C)ccc(O)c2n1	-7%
CCc1ccccc1NC(=O)/C(=C/c1ccco1)c1ccccc1	-1%
O=C(COC(=O)c1ccncc1)NCc1ccccc1	-10%
CC1(C)CC(=O)C(C(C2=C(O)CC(C)(C)CC2=O)c2cccnc2)C(=O)C1 (stereo unspecified)	-1%
COc1ccc(N2CCN(C(=O)c3ccc(S(=O)(=O)N4CCOCC4)cc3)CC2)cc1	0%
O=[N+]([O-])c1ccc(N2CCN(S(=O)(=O)c3ccc(Cl)cc3)CC2)cc1NCc1ccccc1	-15%
C=CCOC(=O)C1=C(C)NC(C)=C(C(=O)OCC=C)C1/C=C/c1ccccc1	-6%
COc1ccc2c(c1OC)C(=O)OC2Nc1ncccc1C (stereo unspecified)	-3%
CC(=O)N1CCc2cc(S(=O)(=O)CCC(=O)O)ccc21	-5%
CCC(C)(C)NC(=O)CN(CC1CCCO1)C(=O)CCC(=O)Nc1nccs1 (stereo unspecified)	-25%
COc1ccc(-c2[nH]c(-c3ccc(C)cc3)nc2SCC(=O)NCc2ccco2)cc1OC	-9%
CC1Cc2ccccc2N1C(=O)COC(=O)C1=COCCO1 (stereo unspecified)	0%
Cc1oc(C)c(C(=O)NCCCC(=O)O)c1C(=O)NCCCC(=O)O	-11%
COCCNC(=O)CCCCCn1c(=S)[nH]c2ccccc2c1=O	-11%
CC(C)N(C(=O)c1ccc(C(=O)N(C(C)C)C(C)C)cc1)C(C)C	4%
COc1ccc(C(=O)Nc2ccc3c4c(cccc24)CC3)cc1	-16%
CC(C)Cc1ccc(C#N)c(SCC(N)=O)n1	6%
O=C(NC(=S)Nc1cccc2ccccc12)c1ccco1	2%
CCOc1cc(C(=S)N2CCOCC2)cc(Br)c1O	-4%
Cc1cccc(C)c1NC(=O)C/C(N)=N/O	-7%
COc1cccc(/C=C2/SC(N)=NC2=O)c1	-7%
O=C(Nc1sc2c(c1C(=O)N1CCCCC1)CCCCC2)c1ccncc1	0%
Cc1c(C)c2cc(Cl)c(O)c(CN3CCCCC3)c2oc1=O	1%
CCc1ccc(NC(=O)c2cnn3ccccc23)cc1	11%
COc1ccc(OC)c(NC(=O)C2CCCN(S(=O)(=O)c3c(C)noc3C)C2)c1 (stereo unspecified)	16%
CC(C)(C)n1nc2c(c1NC(=O)CCCc1ccccc1)CS(=O)C2 (stereo unspecified)	5%
CC12C(=O)N(c3ccccn3)C(=O)C1C1C=CC2C1 (stereo unspecified)	-3%
COc1ccc(/C=C/C(=O)c2ccoc2)cc1	-6%
CCS(=O)(=O)N1CCC(C(=O)NCc2ccco2)CC1	-7%
CC1CCN(C2CCN(S(=O)(=O)c3ccc(F)cc3)CC2)CC1	-1%
Cc1oc2ccc(NS(=O)(=O)c3ccc(C(C)(C)C)cc3)cc2c1C(=O)Nc1ccccc1	4%
COc1cccc(C2(O)CCN(C(=O)C3CC3)CC2)c1	-2%
Cc1cc(NC(=O)/C=C/C(=O)N(c2ccccc2C)C(C(=O)NC2CCCC2)c2ccc(F)cc2)no1 (stereo unspecified)	-11%
CCOc1cc(NC(=O)C2CCCCC2)c(OCC)cc1NC(=O)c1ccco1	-5%
COc1ccc(-c2ccc(C#N)c(SCC(=O)Nc3sc4c(c3C#N)CCC4)n2)cc1	2%
CCCC(=O)NS(=O)(=O)c1ccc(NC(=O)c2ccccc2Cl)cc1	-8%
C=CCSc1nncn1/N=C/c1ccc(OC)cc1	-5%
COc1ccccc1C1(O)CC(c2ccc(C)cc2)NC(c2ccc(C)cc2)C1C (stereo unspecified)	0%
CC(=O)Nc1ccc(S(=O)(=O)NN2C(=O)c3ccccc3C2=O)cc1	19%
Cc1occc1-c1nnc(SCC(=O)Nc2ccccc2)n1C(C)c1ccccc1 (stereo unspecified)	1%
COc1ccc(Cc2nnc(NC(=O)C3CCCO3)s2)cc1 (stereo unspecified)	14%

3 compounds drawn at random from the list so far, as already listed:
mol	mouse EphA4 binding
COc1ccc(/C=C/C(=O)c2ccoc2)cc1	-6%
CC(=O)Nc1ccc(S(=O)(=O)NN2C(=O)c3ccccc3C2=O)cc1	19%
CCCC(=O)NS(=O)(=O)c1ccc(NC(=O)c2ccccc2Cl)cc1	-8%

Next section:
mol	mouse EphA4 binding
Cc1cccc(OCC(O)Cn2c(=N)n(CCN3CCOCC3)c3ccccc32)c1 (stereo unspecified)	-11%
CCOc1ccc(C(=O)Nc2ccc(NC(=O)c3ccco3)c(Cl)c2)cc1Br	-6%
O=C(CCn1c(=O)oc2ccccc21)Nc1ccccc1	-2%
CCOc1cc(CNCCc2ccc(S(N)(=O)=O)cc2)ccc1OCc1ccccc1	2%
CCOC(=O)c1sc(NC(=O)c2cccnc2)nc1C	-10%
N#Cc1c(SCc2cccc(Cl)c2)sc(C(=O)c2ccccc2)c1N	2%
CCOC(=O)/C(C#N)=C1/C=CNC(=O)N1	-14%
O=C(CSc1nc(Cc2ccccc2)nc2ccccc12)Nc1ccc2c(c1)OCCO2	-10%
Cc1c(O)ccc(/C(Cc2ccc3ccccc3n2)=N\O)c1O	7%
CCCCNc1nc(CC)c2c(c1C#N)CCCC2	9%
COc1ccc(C(=O)Nc2ccccc2C(=O)NCCC(=O)Nc2ccccc2)cc1	-16%
O=C1c2ccccc2C(=O)N1CCc1nc2ccccc2c(=O)n1CCCn1ccnc1	1%
COc1ccc2cc(Br)ccc2c1CC(=O)NC1CC(C)(C)NC(C)(C)C1	-2%
CCOC(=O)C1CCN(C(=O)Nc2cccc(Cl)c2)CC1	1%
Cc1ccc(S(=O)(=O)N2CCCC2C(=O)Nn2cnnc2)cc1 (stereo unspecified)	1%
Cn1ccnc1SCC(=O)NC1CCCCC1	10%
O=C(c1ccco1)N1CCN(C(c2ccc(F)cc2)c2nnnn2Cc2cccs2)CC1 (stereo unspecified)	-16%
COc1cc2c(cc1NC(=O)CSc1ccc(C)cc1)oc1ccccc12	-4%
Cc1[nH]c2ccccc2c1Cc1nnc(SCc2ccccc2)o1	0%
O=C(Nc1ccc(-c2nc3ccccc3o2)c(O)c1)c1cccc(OCc2ccccc2)c1	-3%
CCOC(=O)C1CCN(c2c(NCCCN3CCN(Cc4ccccc4)CC3)c(=O)c2=O)CC1	-10%
CC1=Nn2c(nnc2-c2n[nH]c3c2CCC3)SC1	-13%
CCCCCCSc1nc2c(c(=O)[nH]c(=O)n2C)n1C	-4%
O=C(NCc1ccc2c(c1)OCO2)C1CCC(CNS(=O)(=O)c2cccc3nsnc23)CC1 (stereo unspecified)	-9%
O=C(NNC(=O)C1CC(c2cccnc2)=NO1)Nc1cccc(F)c1 (stereo unspecified)	-4%

2 of the compounds above, with the structure last:
mouse EphA4 binding | Compound
2% | CCOc1cc(CNCCc2ccc(S(N)(=O)=O)cc2)ccc1OCc1ccccc1
-10% | CCOC(=O)C1CCN(c2c(NCCCN3CCN(Cc4ccccc4)CC3)c(=O)c2=O)CC1

Carrying on.
mol	mouse EphA4 binding
Nc1nc(-c2ccccc2)cc(-c2ccccc2O)n1	-8%
Cc1ccc(OCC(=O)Nc2ccc(F)c([N+](=O)[O-])c2)cc1	5%
Cc1ccc(/C=C2\SC(=S)N(CC(C)C)C2=O)cc1	-7%
CCCn1c(SCC(=O)NCCc2ccccc2)nnc1-c1cccnc1	-9%
Cc1nc2ncnn2c(C)c1CCC(=O)NC(C)CCc1ccco1 (stereo unspecified)	-12%
COc1ccc(C2C(C(=O)Nc3cccc(C)n3)c3ccccc3C(=O)N2C)cc1 (stereo unspecified)	6%
O=C(Nc1ccc(Oc2cccnc2)cc1)c1ccccc1F	-6%
Cc1ccc2ncc(NC(=O)c3ccc(F)cc3)c(=O)n2c1	-4%
CCCCS(=O)(=O)NC1=NCN(Cc2ccco2)CN1	-6%
CN(Cc1ccccc1)C(=O)C1CCCN(Cc2ccc(Cl)cc2)C1 (stereo unspecified)	-10%
O=C(CSc1nc2ccccc2c(=O)n1Cc1ccco1)c1ccc(F)cc1	-1%
Cc1nc2ccc(Nc3nc4cc(S(=O)(=O)N5CCOCC5)ccc4o3)cc2s1	0%
O=C(Cc1ccc2c(c1)CCCC2)Nc1ccccc1Cl	5%
Cc1nn(Cc2c(F)c(F)c(F)c(F)c2F)c(C)c1NC(=O)c1ccc(COc2ccc(F)cc2)o1	0%
COc1ccc(C(CC(=O)O)NS(=O)(=O)c2ccc(C)cc2)cc1OC (stereo unspecified)	-15%
c1cnc(Oc2ccc(-c3nnco3)cc2)cn1	-1%
O=C(CNS(=O)(=O)c1ccc(Br)s1)NCc1ccc2c(c1)OCO2	-17%
COCC(C)n1c(C)cc(C(=O)COC(=O)c2oc3ccccc3c2C)c1C (stereo unspecified)	-4%
Cc1cnn(-c2cc(N/N=C/c3ccccc3F)ncn2)c1	-1%
Cc1nn(CC(O)COc2ccc3c(c2)CCC3)c(C)c1Br (stereo unspecified)	-16%
CCOC(=O)c1sc(=S)n(-c2ccc3c(c2)OCO3)c1N	-4%
CCn1nnnc1-c1ccc(OC)c(S(=O)(=O)Nc2cccc(C(F)(F)F)c2)c1	4%
CCn1c(C(O)c2ccc(C)cc2)nc2ccccc21 (stereo unspecified)	-4%
COc1cc(C2c3c(oc4ccccc4c3=O)C(=O)N2Cc2ccco2)ccc1O (stereo unspecified)	-9%
COc1ccc(-c2nn(C)c(=O)c3ccccc23)cc1NC(=O)COc1ccccc1	-7%
O=C(CN1C(=O)C2C3C=CC(C3)C2C1=O)Nc1nc2ccccc2[nH]1 (stereo unspecified)	-8%
Cc1ccc2c(c1)c1ncnc(N3CCc4ccccc4C3)c1n2C	-26%
COC(=O)c1ccc(Cc2ccc(C(=O)OC)o2)o1	-6%
CC1=Nn2c(nc(-c3ccccc3)c2-c2ccccc2)N(CC(N)=O)C(=O)C1	1%
CCOc1ccc(N(CC(=O)NC(C)(C)C)C(=O)c2ccco2)cc1	-21%
CCOC(=O)N1CCN(S(=O)(=O)c2ccc3c(c2)OCC(=O)N3)CC1	-12%
CCN1C=C(C(=O)OC)C(c2cccc(C)c2)C(C(=O)OC)=C1	-4%
O=[N+]([O-])c1ccccc1CSc1nnnn1-c1ccccc1	-6%
CCSc1nc2c(c(=O)[nH]1)C(c1ccncc1)C(C(=O)OC)=C(C)N2 (stereo unspecified)	-12%
COC(=O)Cn1c(SCc2ccccc2)nc2ccccc21	1%
CCNc1nc(NCC)nc(Oc2ccc(OCC)nn2)n1	-4%
Cn1c(-c2ccco2)nc2c3ccccc3c3ccccc3c21	4%
Cc1sc2nc(SCC(=O)N(CCO)CCO)n(C3CCCCC3)c(=O)c2c1C	-5%
Cc1ccc(Nc2nnc(SCC(=O)NCc3ccco3)s2)cc1	15%
CCOC(=O)/C=C/COc1ccc2oc(-c3ccccc3)c(C(=O)OCC)c2c1	-6%
O=C(Nc1cc(C(F)(F)F)ccc1-n1cncn1)c1ccc(Br)cc1	2%
c1cncc(C(c2nnnn2C2CCCC2)N2CCCC2)c1 (stereo unspecified)	-16%
Cc1ccc(NC(=O)CCN2CCN(C/C=C/c3ccccc3)CC2)cc1C	-3%
CC(=O)c1cccc(NC(=O)/C(=C\c2cccs2)NC(=O)c2ccccc2)c1	-1%
CCN(CC)CCCNC(=O)CC1Oc2ccc(C)cc2NC1=O (stereo unspecified)	-10%
CCOc1ccccc1C1C(C(=O)Nc2ccccc2OC)=C(C)Nc2nc(CCCO)nn21 (stereo unspecified)	-8%
Cc1ccc(NC(=O)CSc2nnc(-c3cccs3)n2Cc2ccco2)cc1	-9%
O=S(=O)(Nc1ccc(Cc2ccncc2)cc1)c1ccc(Br)cc1	0%
O=c1[nH][nH]c(C(F)(F)F)c1C=Nc1ccccc1Cl	-10%
Cc1oc2cc(Br)c(OC(=O)C(C)(C)C)cc2c1C(=O)OC(C)C	-11%

Next part
mol	mouse EphA4 binding
COc1ccc(N2C(=O)c3ccccc3NC2c2cccc(F)c2)cc1 (stereo unspecified)	-4%
Cc1ccc(N2CC(C(=O)OCC(=O)C(C)(C)C)CC2=O)cc1 (stereo unspecified)	0%
Cc1sc2ncnc(N[C@@H](CCC(=O)O)C(=O)O)c2c1C	-12%
CCOC(=O)N1CCN(CC(=O)Nc2c(C(=O)OC)[nH]c3cc(C)ccc23)CC1	5%

3 entries out of the list above, ordered by their value in mouse EphA4 binding, rising.
mol	mouse EphA4 binding
O=C(NCc1ccc2c(c1)OCO2)C1CCC(CNS(=O)(=O)c2cccc3nsnc23)CC1 (stereo unspecified)	-9%
C=CCSc1nncn1/N=C/c1ccc(OC)cc1	-5%
COc1ccc(N2CCN(C(=O)c3ccc(S(=O)(=O)N4CCOCC4)cc3)CC2)cc1	0%
